# T cell HTS = modulators of CD8 T cell-vesicle binding, primary screen, mouse 2C CD8+ T cells, flow cytometry. 2C CD8+ T cell-vesicle binding; stronger effect = lower value. calls only at 7 µM. 330,000 compounds, 0.068% hits. AID 2052, 2009;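 active means response, share of CD8 T cells binding vesicles, and their 90th percentile fluorescence all below set limits, cut at about 80% in these data, passing the limit was not always enough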
#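 Assay system: 2C TCR transgenic mouse naive CD8+ T cells, MACS-purified | Read-out: CD8+ gate FL2 mean fluorescence as % of same-row positive control | Signal: High-throughput flow cytometry with anti-B7-1 and anti-CD8 staining | Timing: Binding step 1.5 h, 37 °C, antibody labelling 20 min, ice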
# Salmonella PhoP GFP = inhibitors of PhoP regulon expression, primary screen, Salmonella Typhimurium, GFP reporter (AID 1863) | S. Typhimurium PhoP-regulated promoter GFP reporter, 4 h; higher % means a stronger effect | inhibition, % at 50 µM; hits with a dose series show IC50 in µM | 300,000 compounds, 0.16% hits;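 active means inhibition over 29.93%, a cutoff 3 SD above the screen mean, later confirmed by dose response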;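 further: 0% = low Mg2+ inducing control and 100% = high Mg2+ repressing control; strong numbers were not always called active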
# MT stabilizer = microtubule stabilizers in HeLa cells, primary screen, imaging, high-content imaging; HeLa tubulin immunostaining HCS, 24 h; share of cells brighter than vehicle mean+2SD; % tubulin-high responders, % at 10 µM; 200,000 compounds, 0.83% hits;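 active means plate Z-score above 3 for both tubulin-high and condensed-nucleus cell shares, with cell loss under 80%, at 10 µM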;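 further: anti alpha tubulin signal scored within the nucleus-defined area of each cell; some results filed as inactive read as strong as hits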
# Ins promoter up = insulin promoter activators in MIN6 cells, imaging, high-content screening, mouse beta cells; z-score at 5 µM; MIN6 insulin promoter-GFP reporter; stronger effect = higher value; 190,000 compounds, 0.3% hits;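 active means z-score above 3 at 5 µM with at least 500 cells counted in the well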
# Hep lipid drop = inhibitors of hepatocyte lipid droplet formation, primary screen, imaging, high-throughput imaging, BODIPY stain. AML12 mouse hepatocytes, oleate lipid droplets. inhibition, % at 6.5 µM. 240,000 compounds, 0.4% hits. AID 1656, 2009;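 active means lipid droplet intensity inhibited by at least 50%, with more than 500 cells counted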
#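 Material: mouse AML12 hepatocyte cell line, fixed after treatment; Timing: compound with oleate, overnight; Technique: high-content imaging of BODIPY-stained droplets and DAPI nuclei; Probe or stimulus: oleate, 100 µM final; Dosing: compound at 6.5 µM only.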
# Dynein cargo inh = inhibitors of GR-EGFP nuclear translocation, primary screen, dynein cargo transport inhibitor project, imaging, high-content, 3617.4 mouse cells; test concentration mostly 20 µM; stimulated with dexamethasone, 1 µM; stronger effect = lower value; z-score, hits read low; 220,000 compounds, 0.47% hits;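 active means plate z-score of nuclear minus cytoplasmic receptor signal below a set negative limit, without overly bright fluorescence or cell loss, cut at about -3.5 in these data, passing the limit was not always enough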;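 further: z-score of nuclear minus cytoplasmic ring GR-EGFP intensity difference per well; some compounds called inactive have numbers as strong as hits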
#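 Buffer or medium: tet-free medium with charcoal-stripped serum / Also added: dexamethasone agonist, 1.0 µM final, for 30 min / Timing: induction 48 h, compound 1 h, agonist 30 min / Measured by: high-content fluorescence imaging after fixation / Read-out: nuclear-to-cytoplasmic GR-EGFP distribution per well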
# Autophagy mod = autophagy modulators in MEF cells, primary screen, imaging, high-content, MEF GFP-LC3; MEF GFP-LC3 puncta imaging; test concentration mostly 10 µM; calls only at 10 µM (by protocol); 190,000 compounds, 0.98% hits;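 active means percentage of spot-positive cells more than 3 SD above its plate mean, without a fluorescence outlier flag or 80% toxicity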;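 further: spot-positive cell cutoff set from DMSO-treated cells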
# ER stress rescue = rescue of cells from ER stress-induced death, primary screen, 384-well, CSM14.1, thapsigargin, ATP luminescence (AID 1222); CSM14.1 thapsigargin-induced death rescue, ATP luminescence; higher % means a stronger effect; one-dose cellular ATP content (survival), % at 20 µM; EC50 in µM for titrated hits; 190,000 tested, under 10 active;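 active means EC50 below 50 µM in the dose-response confirmation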;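 further: death triggered by thapsigargin at about 15 µM added after 2 h compound pretreatment; cell ATP read after overnight thapsigargin exposure of roughly 18 to 22 hours; normalized against plate controls of thapsigargin alone and 5% DMSO vehicle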
# b-catenin transl = modulators of beta-catenin nuclear translocation, primary screen, imaging, HeLa cells, immunofluorescence, high-content; nuclear translocation activity, % at 5 µM; 190,000 compounds, 0.3% hits;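 active means nuclear translocation activity above 50% at 5 µM, with a well cell count of 50 or more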;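 further: per-cell ratio of nuclear to cytoplasmic median beta-catenin stain intensity; plate controls were DMSO negative control for no effect and GSK-3 inhibitor IX positive control for full effect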
#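 Technique: fluorescence imaging of beta-catenin antibody stain plus DAPI / Material: human HeLa cell line / Incubation: compound treatment 24 h, 37°C, 5% CO2 / Read-out basis: % activation of per-cell nuclear versus cytoplasmic median beta-catenin signal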
# Dynein cargo inh cytoplasmic EGFP = recorded beside Dynein cargo inh, whose call it bears; z-score; measured here: cytoplasmic GR-EGFP intensity; stronger effect = higher value
# Dynein cargo inh nuclear GR-EGFP = further read-out of Dynein cargo inh, marked with its call; z-score; measured here: nuclear GR-EGFP intensity;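 lower value marks the stronger effect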
# Dynein cargo inh cell count = also measured in Dynein cargo inh; calls as there; z-score; measured here: cell count per field
# Ins promoter up cell count = also measured in Ins promoter up; calls as there; cell count; measured here: cytotoxicity, nuclei count;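 total cells summed across four imaged fields per well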
# Hep lipid drop cells 6.5 µM = further read-out of Hep lipid drop, marked with its call; cell count; measured here: cell count, cytotoxicity flag;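 cells counted across two imaged fields per well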
# b-catenin transl cell count 5 µM = recorded beside b-catenin transl, whose call it bears; cell count; measured here: cell count, cytotoxicity flag
# T cell HTS vesicle-bound % = further read-out of T cell HTS, marked with its call; double positive events, %; measured here: CD8+ vesicle-bound cell fraction;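 binding gate set so that unloaded-vesicle control wells show 10% double positive cells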
# MT stabilizer Hoechst-high % = also measured in MT stabilizer; calls as there; % Hoechst-high responders; measured here: nuclear condensation Hoechst responders;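 share of cells brighter than vehicle mean plus two SD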
# MT stabilizer cytotoxicity % = further read-out of MT stabilizer, marked with its call; toxicity, %; measured here: cytotoxicity by cell density;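 0% = mean cell density of plate MIN control wells and 100% = no cells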
# Autophagy mod cell loss 18 h = further read-out of Autophagy mod, marked with its call; toxicity, %; measured here: cell loss, nuclei count;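 cell loss after 18 h compound exposure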
# An asterisk follows results filed as active; i = inactive; . = not tested or not shown; + = active, no number. The order is random. Share with any hit: about 3%.
SMILES,T cell HTS,T cell HTS vesicle-bound %,Salmonella PhoP GFP,MT stabilizer,MT stabilizer Hoechst-high %,MT stabilizer cytotoxicity %,Ins promoter up,Ins promoter up cell count,Hep lipid drop,Hep lipid drop cells 6.5 µM,Dynein cargo inh,Dynein cargo inh cytoplasmic EGFP,Dynein cargo inh nuclear GR-EGFP,Dynein cargo inh cell count,Autophagy mod,Autophagy mod cell loss 18 h,ER stress rescue,b-catenin transl,b-catenin transl cell count 5 µM
CCN(CC)C(=O)COC(=O)c1ccc(O)cc1,i,9,-4%,1.8,1.2,5.5,-0.66,1282,7,764,-1,-0.16,-0.56,0.76,i,-1,1.2%,-5.8,1277
CCOc1ccc(NC(=O)CCC(=O)NNC(=O)COc2ccccc2C)cc1,i,45,2%,4.9,2.0,1.7,1.4,1412,-1,663,0.54,-0.31,0.13,-0.18,+,-2.5*,1.0%,-1.0,1485
CCNC(=S)Nc1ccccc1-c1ccccc1,i,39,-11%,1.3,2.8,7.7,-0.03,1294,-1,667,-0.069,-0.22,-0.25,0.18,i,-16,-1.6%,-0.5,947
CCOC(=O)c1cnc(COc2ccccc2Cl)[nH]c1=O,i,25,-2%,.,.,.,-0.11,1385,.,.,-0.57,-0.14,-0.37,1,.,.,.,-0.5,1287
CC(C)CNC(=O)CSc1nnc(-c2ccccn2)n1Cc1ccccc1,i,63,0%,2.2,1.4,9.6,-0.01,1340,.,.,-0.56,-0.2,-0.42,0.35,i,-3,0.0%,-2.8,1025
O=C(O)CCCn1cc(NC(=O)c2cccc(F)c2)cn1,i,38,-5%,2.9,3.0,6.9,.,.,-11,736,1.5,-0.24,0.78,-1.1,i,-3,-13%,-1.7,1062
COn1c(C)c(C(C)=O)c2c3no[n+]([O-])c3ccc21,i,16,-5%,1.8,0.5,3.4,-0.15,1663,.,.,2.6,-0.19,0.91,-1.7,i,5,1.8%,-0.2,1321
CC1CCN(S(=O)(=O)c2ccc(C(=O)NCc3ccc4c(c3)OCO4)cc2)CC1,.,.,-12%,1.9,0.9,4.8,.,.,-2,762,0.48,0.015,0.42,-0.058,i,-9,1.2%,-3.2,1210
O=C(NCc1csc(-c2cccs2)n1)c1ccccc1,i,24,1%,.,.,.,0.96,1436,-7,732,0.69,-0.076,0.35,-0.29,.,.,.,-1.7,1118
COc1cc(/C=C2\SC(=O)N(Cc3ccc(Cl)cc3)C2=O)cc([N+](=O)[O-])c1O,.,.,-5%,6.0,3.4,7.4,0.62,1385,1,687,0.67,-0.22,0.6,-1.6,i,3,-0.4%,-0.1,1546
CCC(C)C(=O)Nc1cc(C(=O)OC)cc(C(=O)OC)c1 (stereo unspecified),i,13,-9%,6.0,3.1,8.3,-0.26,915,.,.,-0.83,-0.22,-0.26,1.1,i,26,-0.9%,0.0,1154
O=C(CCCCCNS(=O)(=O)c1ccc(Br)cc1)NCCN1CCOCC1,i,53,6%,4.3,2.4,4.2,-1.4,1434,.,.,0.46,-0.32,0.13,0.6,i,11,0.5%,-2.3,907
CC(=O)c1cccc(NC(=O)COC(=O)CCc2ccc(S(=O)(=O)N3CCOCC3)cc2)c1,i,5,-9%,2.9,2.6,7.0,-0.02,1216,-1,700,0.52,0.35,0.25,-0.29,i,5,0.0%,-2.0,1130
CCN(CC)CCCNC(=O)CSc1c2c(nc3cc(Cl)ccc13)CCCC2,i,31,-11%,2.2,2.2,0.5,-2.2,1051,-8,701,-2.7,0.2,-1.4,-0.67,i,1,3.5%,-0.7,1005
Cn1c(=O)n(Cc2ccccc2F)c2ccccc21,i,35,10%,2.4,1.7,1.4,.,.,-13,616,-0.82,-0.26,-0.48,1,i,8,-1.3%,0.6,1019
C/C(=N\NS(=O)(=O)c1ccc(C)cc1)c1ccc(Br)s1,i,33,5%,3.7,1.9,7.9,-1.3,965,21,771,-0.13,-0.26,-0.11,0.8,i,-2,5.7%,.,.
CCCc1ccc(-c2c(C)sc(NC(=O)c3ccnn3C)c2C#N)cc1,i,15,8%,2.0,0.8,7.6,-0.57,829,.,.,1.7,-0.0061,1.4,-0.18,i,-1,4.9%,.,.
COc1ccc(Cl)cc1NC(=O)COc1cccc(-n2cnnn2)c1,i,25,5%,2.8,2.5,20,.,.,5,716,0.75,-0.25,0.75,1.1,i,-9,-0.6%,0.1,1084
CC(=O)Nc1nc(C)c(-c2csc(Nc3ccc(O)cc3)n2)s1,i,40,-2%,3.2,4.2,7.4,-1.8,1439,-11,613,2.1,-0.08,2,-1.8,i,26,-1.3%,14,704
Cc1ccc(C(=O)Nc2cccc(C(=O)N3CCOCC3)c2)cc1,i,38,-12%,4.6,2.1,3.4,-0.26,920,.,.,0.095,-0.26,0.042,1.4,i,3,-0.3%,.,.
CCCNCC(O)Cn1c2ccccc2n2c(=O)cc(C)c(C#N)c12 (stereo unspecified),i,47,18%,2.0,3.6,8.2,-0.12,1484,-8,639,-0.7,-0.25,-0.11,0.81,i,-13,0.3%,-0.6,1089
O=C(O)C1CC=CCC1C(=O)NNc1ccccc1 (stereo unspecified),i,60,8%,4.8,2.1,6.8,-0.09,1215,-1,724,-0.3,-0.21,-0.15,0.46,i,-6,1.3%,0.6,1131
COc1ccccc1NC(=O)C1CCCN(c2nc(C)cc(C)n2)C1 (stereo unspecified),i,32,9%,4.8,1.4,3.2,.,.,-6,759,1.8,-0.15,1.6,-2.2,i,5,1.1%,-5.2,563
O=C(NCCCN1CCCC1)C1CCC(=O)N1C1CCCCC1 (stereo unspecified),i,24,-7%,3.6,3.0,4.6,-0.16,1635,.,.,-0.31,-0.43,-0.3,0.87,i,12,0.5%,-0.6,1388
COc1ccc(C2NS(=O)(=O)N=C2N)cc1 (stereo unspecified),i,28,0%,2.4,3.1,5.0,-0.11,1041,0,686,0.33,-0.29,0.18,0.038,i,-4,-1.0%,.,.
Cc1c(NC(=O)c2c(NC(=O)CNC3CC3)sc3c2CCCC3)c(=O)n(-c2ccccc2)n1C,i,50,0%,2.8,2.3,9.6,0.6,1515,15,627,0.25,-0.13,-0.059,-0.25,i,3,0.2%,-0.2,1094
COc1cc(CCC(=O)OCC(=O)NCc2ccc(Cl)cc2)cc(OC)c1OC,i,27,-2%,4.0,1.8,8.2,.,.,3,688,-0.41,-0.16,-0.21,0.23,i,-10,-0.7%,-0.1,1430
COc1ccc2c(C)cc(SCC#N)nc2c1,i,24,11%,1.8,0.8,5.8,.,.,.,.,-0.79,0.3,-0.3,0.49,i,-3,-1.4%,-1.7,815
O=C(Nc1cccc2ccccc12)c1ccc(OC(=S)N2CCOCC2)cc1,i,35,-5%,2.1,2.2,8.0,-0.64,1266,.,.,-1.3,-0.17,-0.049,0.75,i,16,0.7%,-0.9,1466
Cc1cccc(C(=O)c2ccccc2C(=O)O)c1,i,51,-17%,.,.,.,-0.38,1438,-19,740,-0.5,-0.2,-0.28,0.34,.,.,.,-0.7,1090
Cc1cccc(N2C(=O)CC(Cn3nc(C)cc3C)C2=O)c1 (stereo unspecified),i,54,1%,.,.,.,1.4,916,0,682,0.72,-0.081,0.84,-0.36,.,.,.,-0.2,1306
CC(=O)C(=Nc1ccccc1Cl)NNc1ccc(Cl)cc1,i,23,3%,2.7,1.0,2.7,-1.3,915,35,691,-0.61,-0.18,0.016,-0.47,i,0,-1.1%,0.0,1057
COc1ccc(S(=O)(=O)Nc2cc3c4c(oc3c3ccccc23)CCCC4=O)cc1,i,28,3%,25*,58*,30*,0.67,882,-2,775,-0.37,-0.27,0.0046,0.21,i,25,-2.9%,-1.3,1007
Cn1c(SCC(=O)c2ccc(O)c(O)c2)nnc1-c1cccs1,i,13,-4%,.,.,.,1.2,1442,.,.,0.62,-0.21,0.17,-0.98,.,.,.,-1.7,1281

# By substructure: the compounds so far containing bromine
SMILES,T cell HTS,T cell HTS vesicle-bound %,Salmonella PhoP GFP,MT stabilizer,MT stabilizer Hoechst-high %,MT stabilizer cytotoxicity %,Ins promoter up,Ins promoter up cell count,Hep lipid drop,Hep lipid drop cells 6.5 µM,Dynein cargo inh,Dynein cargo inh cytoplasmic EGFP,Dynein cargo inh nuclear GR-EGFP,Dynein cargo inh cell count,Autophagy mod,Autophagy mod cell loss 18 h,ER stress rescue,b-catenin transl,b-catenin transl cell count 5 µM
O=C(CCCCCNS(=O)(=O)c1ccc(Br)cc1)NCCN1CCOCC1,i,53,6%,4.3,2.4,4.2,-1.4,1434,.,.,0.46,-0.32,0.13,0.6,i,11,0.5%,-2.3,907
C/C(=N\NS(=O)(=O)c1ccc(C)cc1)c1ccc(Br)s1,i,33,5%,3.7,1.9,7.9,-1.3,965,21,771,-0.13,-0.26,-0.11,0.8,i,-2,5.7%,.,.
